Akt phos inh = HTS Assay for Inhibitors of Akt Phophorylation: Primary Screen | hit rate 0.32% among 360,000 | AID 651550, 2012 | Neuro2A IGF-stimulated pAkt S473 HTRF, 20 min; active compounds read low | activity change, % for hits at 50 µM; in the data active = activity change below about -80%; inconclusive = mostly about -51% to -80%; also: % is scaled to controls: 0 for no effect and ±100 for the full control effect
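Single-point screen (50 µM final compound) in Neuro2A cells stimulated 20 min with 6 nM IGF at 37 deg C. After lysis, Ser473-phosphorylated Akt read by HTRF (ex 330 nm, em 615/665 nm) as the 665/615 ratio.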
GLP-1R inv ag = qHTS of GLP-1 Receptor Inverse Agonists (Inhibition Mode). Glucagon-like peptide 1 receptor (Homo sapiens), P43220. hit rate 1.6% among 410,000. AID 624417, 2012. Potency, µM (top dose mostly 38.3 µM), inactives show top-dose activity change, negative = inhibition, hits mostly inhibitors. HEK293 GLP-1R CRE-luciferase, luminescence, 24 h; GLP-1R form is constitutively active; also: potency is read from the fitted curve at half-maximal effect; % is scaled to controls: 0 for no effect and ±100 for the full control effect; nearly all actives have a fitted effect of over 55% in size
Target sequence (P43220 whole entry, looked up): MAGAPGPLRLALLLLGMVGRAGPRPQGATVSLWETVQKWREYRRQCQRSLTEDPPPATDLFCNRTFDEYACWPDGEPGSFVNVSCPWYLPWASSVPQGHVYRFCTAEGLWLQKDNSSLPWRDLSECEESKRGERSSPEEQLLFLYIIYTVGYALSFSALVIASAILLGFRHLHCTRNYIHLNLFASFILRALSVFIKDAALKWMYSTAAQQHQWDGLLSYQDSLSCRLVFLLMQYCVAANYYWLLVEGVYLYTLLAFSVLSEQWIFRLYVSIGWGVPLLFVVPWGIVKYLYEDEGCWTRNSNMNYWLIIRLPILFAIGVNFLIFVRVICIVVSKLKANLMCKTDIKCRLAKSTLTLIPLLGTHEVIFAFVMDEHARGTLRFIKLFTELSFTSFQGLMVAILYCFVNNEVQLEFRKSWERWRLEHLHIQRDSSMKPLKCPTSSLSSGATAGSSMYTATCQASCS
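Seeding at 200 cells/uL, 12 h culture, 24 hr compound treatment, then luciferase reagent and a luminescence read; cells are HEK293 stably expressing a constitutively active GLP-1R plus cAMP-responsive luciferase.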
Abeta rescue = qHTS for compounds that reverse cellular toxicity of Amyloid beta (A-beta) peptide in yeast: Primary Screen; AID 1347071, 2019; Potency, µM (doses to about 46.1 µM), for the others: at the top dose growth rescue, hits mostly activators; hit rate 0.063% among 410,000; yeast expressing A-beta42, growth rescue, OD600, 48 h; response scale: 0% DMSO, 100% iron-clioquinol control; also: potency is read from the fitted curve at half-maximal effect; nearly all actives have a fitted effect of over 55% in size
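Yeast growth medium received pinned compounds, then yeast cells expressing toxic A-beta were added; plates incubated at 30 C for 48 hr. Growth read as absorbance at 600 nm, normalized to DMSO and equimolar FeCl3 plus clioquinol controls.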
PTHR1 agonist = qHTS for PTHR1 Agonists: Primary Screen; Potency, µM (top dose mostly 115 µM), for the others: at the top dose activation, usual class: activators; hit rate 0.075% among 410,000; HEK293 GP2 PTHR1 cells, GloSensor cAMP luminescence, 1 h; AID 743266, 2014; also: potency is read from the fitted curve at half-maximal effect; nearly all actives have a fitted effect of over 55% in size; some results filed as inactive show a strong effect at the top dose; inactives centre near -15; many of its hits are not listed in these tables
Target sequence (Q03431 whole entry, looked up): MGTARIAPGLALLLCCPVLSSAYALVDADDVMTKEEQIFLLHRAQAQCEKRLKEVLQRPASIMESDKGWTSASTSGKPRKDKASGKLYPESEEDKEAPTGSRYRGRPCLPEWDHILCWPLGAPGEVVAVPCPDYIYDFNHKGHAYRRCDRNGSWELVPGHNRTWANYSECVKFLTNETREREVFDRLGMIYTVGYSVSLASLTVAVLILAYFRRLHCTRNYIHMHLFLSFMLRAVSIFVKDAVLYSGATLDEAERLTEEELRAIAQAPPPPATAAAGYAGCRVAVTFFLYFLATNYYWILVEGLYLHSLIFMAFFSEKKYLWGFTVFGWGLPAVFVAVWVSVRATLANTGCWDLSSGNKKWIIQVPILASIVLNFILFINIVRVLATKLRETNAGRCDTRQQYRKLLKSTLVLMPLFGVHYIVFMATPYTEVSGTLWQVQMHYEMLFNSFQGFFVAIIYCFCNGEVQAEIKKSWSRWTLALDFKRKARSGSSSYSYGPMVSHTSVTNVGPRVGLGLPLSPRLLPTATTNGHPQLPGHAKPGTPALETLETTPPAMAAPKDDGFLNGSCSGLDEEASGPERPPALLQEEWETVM
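HEK-293-derived GP2 cells expressing PTHR1 and a GloSensor cAMP reporter, 3,000/well, plated overnight, given luciferin plus IBMX (each 0.5 mM as added) for 1 h at 37 °C, then compound for 1 h at 37 °C. Luminescence was read after 15 min at room temperature.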
aSyn yeast inh = qHTS of alpha-syn Inhibitors | Yeast expressing alpha-synuclein, growth rescue, BacTiter-Glo, 24 h | Potency, µM (top dose mostly 46.1 µM), for inactives: top-dose growth rescue (activation), usual class: activators | hit rate 0.14% among 370,000; also: potency is read from the fitted curve at half-maximal effect; % of control where 0% means no effect; nearly all actives have a fitted effect of over 65% in size
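Screening used galactose-induced yeast with toxic alpha-synuclein levels, exposed to compound for 24 hr at 30 deg C. Cell growth, read with BacTiter-Glo luminescence, gave the measured signal.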
GLP1R cytotox = qHTS of GLP-1 Receptor Inverse Agonists: Cytotox Screen. HEK293 cAMP-luciferase reporter cells, luminescence, 24 h. Potency, µM (series often up to 38.3 µM), for inactives: at the highest dose activity change, negative = inhibition, hits mostly inhibitors. hit rate 0.13% among 410,000. AID 624418, 2012;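 also: loss of luciferase light is scored as toxicity; potency is read from the fitted curve at half-maximal effect; % is scaled to controls: 0 for no effect and ±100 for the full control effect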
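Here, cytotoxicity is scored as loss of luminescence. The MLSMR collection was tested on cells seeded in medium containing 10% Nu serum, with a 24 hr compound exposure preceded by 12 hours of culture.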
MmCpn inh = Inhibitors of TCP-1 ring complex (TRiC) of Methanococcus maripaludis (MmCpn): qHTS | purified Mm-Cpn ATPase, ADP Transcreener TR-FRET | Potency, µM (doses to about 76.9 µM), for the others: at the highest dose activity, negative = inhibition, actives largely listed as inhibitors | hit rate 0.031% among 330,000 | AID 504842, 2011; also: potency is read from the fitted curve at half-maximal effect; % is scaled to controls: 0 for no effect and ±100 for the full control effect; nearly all actives have a fitted effect of over 80% in size
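Purified archaeal Mm-CPN (25nM final) preincubated 10 min at 37degC with compound, then 10uM ATP for 30 min at 37degC; ADP measured by HTRF Transcreener TR-FRET; buffer 30 mM TRIS pH 7.4, 100mM KCl, 5mM MgCl2, 1mM DTT.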
TDP43 rescue = qHTS of TDP-43 Inhibitors; TDP-43 expressing yeast growth rescue, BacTiter-Glo, 24 h; Potency, µM (doses to about 46.1 µM), for the others: at the top dose growth rescue (activation), most hits filed as activators; hit rate 1.8% among 410,000; AID 652104, 2013; also: potency is read from the fitted curve at half-maximal effect; % of control where 0% means no effect; nearly all actives have a fitted effect of over 50% in size
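Cell-based yeast growth screen: TDP-43 expression induced in galactose, inoculum OD600=0.02 after raffinose pregrowth to mid-log. Read-out BacTiter-Glo luminescence at 24 hr, 30 deg C; inhibition of toxicity seen as signal increase.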
FUS suppressor = qHTS for Suppressors of FUS Proteinopathy: Primary screen using FUS-linked yeast assay; S. cerevisiae FUS-expressing, growth rescue, OD600, 24 h; Potency, µM (doses to about 76.6 µM), for the others: at the top dose growth rescue (activation), most hits filed as activators; hit rate 0.24% among 390,000; AID 1347120, 2019;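 also: potency is read from the fitted curve at half-maximal effect; plate controls were DMSO vehicle for no effect and reference control for full effect; nearly all actives have a fitted effect of over 55% in size; some results filed as inactive show a strong effect at the top dose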
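Toxicity suppression screen in FUS-yeast. Cells induced with 2% galactose, starting OD 0.005, treated 24hr at 30C with compounds at multiple final concentrations; growth by OD600.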
Starred values were filed as active, the others as inactive; i = inactive; u = inconclusive; x = no result given; [ ] = another dose, or the depositor's remark. Unless noted, calls follow the shape of the dose curve; as a rule, active = well fitted curve in the direction sought with a large enough effect; inconclusive = small, poorly fitted or top-dose-only effect, or another doubt; inactive = no such curve, though single readings can be large; an effect the other way counts as inactive or inconclusive. Only part of the results is shown; the hit share may differ from the screen's.

Sample of the layout, 2 compounds:
Under each structure: Akt phos inh	GLP-1R inv ag	Abeta rescue	PTHR1 agonist	aSyn yeast inh	GLP1R cytotox	MmCpn inh	TDP43 rescue	FUS suppressor
- COC(=O)c1ccc(NC(=S)NC(=O)c2cccnc2)cc1
  i	-15%	-14%	i	-1%	-17%	-1%	4%	18%
- Cc1ccc(Cn2c(CO)cnc2SCC(=O)Nc2cccc(F)c2)cc1
  x	-19%	-9%	-20%	x	-4%	x	15%	8%

The whole of this part, previewed entries included:
Under each structure: Akt phos inh	GLP-1R inv ag	Abeta rescue	PTHR1 agonist	aSyn yeast inh	GLP1R cytotox	MmCpn inh	TDP43 rescue	FUS suppressor
- COC(=O)c1ccc(NC(=S)NC(=O)c2cccnc2)cc1
  i	-15%	-14%	i	-1%	-17%	-1%	4%	18%
- Cc1ccc(Cn2c(CO)cnc2SCC(=O)Nc2cccc(F)c2)cc1
  x	-19%	-9%	-20%	x	-4%	x	15%	8%
- CC(C)Oc1ccc(S(=O)(=O)N2CCOCC2)cc1NC(=O)CC1CC2CCC1C2 (stereo not given)
  i	3%	6%	i	2%	4%	x	-1%	-40%
- CCCn1c2ccccc2c2cnn(CC(=O)N3CCCC(C)C3)c(=O)c21 (stereo not given)
  x	-23%	-4%	-21%	x	-5%	x	0%	18%
- C#CCNC(=O)C1=C[C@@H](c2ccc(C#C)cc2)[C@H](CCCO)[C@@H](OCC)O1
  i	24%	-11%	-24%	-1%	0%	x	-4%	-11%
- CC(=O)c1sc(NC(C)c2ccccc2)nc1C (stereo not given)
  i	2%	4%	i	3%	-1%	-3%	23%	16%
- Cc1cc(=O)n(Cc2ccccc2Cl)c2c1c(C)nn2-c1ccccc1
  x	11%	-5%	i	x	1%	x	16%	-4%
- O=C(O)c1cc2c(s1)-c1ccccc1CC2
  i	-4%	-68%[inhibitor]	i	-31%[inhibitor]	-7%[1.53 µM]	-11%	u	-1%
- COc1ccccc1CNC(=O)CCCn1nc(C)c2sc3ccccc3c2c1=O
  x	3%	-6%	-16%	x	2%	x	4%	-21%
- Cc1ccc(OCC(=O)N2CC3(C)CC2CC(C)(C)C3)cc1 (stereo not given)
  i	10µM*	4%	-4%[57.5 µM]	13%	-10%	0%	0%	23%
- O=C(c1ccc(-n2cccc2)cc1)N1CCOCC1
  i	17%	-3%	-5%[57.5 µM]	3%	-4%	1%	-5%	-8%
- COC(=O)NNC(=O)c1ccc(Cl)cc1Cl
  i	1%	38%	i	-1%	-8%	0%	u	-10%
- CCCCNC(=O)C1(C)CCCCN1C(=O)c1c(Cl)cccc1Cl (stereo not given)
  i	24%	-16%	-30%[inhibitor]	4%	-3%	x	21%	-17%
- CCN(CC(=O)NCc1cccs1)C(=O)/C=C/c1cccc(Cl)c1Cl
  i	-29%	12%	i	2%	-19%	1%	17%	-1%
- COc1ccc(CNC(=O)CC(C)c2ccccc2)cc1 (stereo not given)
  i	-5%	7%	-10%	6%	5%	1%	0%	-27%
- CCOc1ccc2ccccc2c1/C=N\NC(=O)OC
  i	-10%	3%	-5%	16%	2%[1.53 µM]	1%	-24%	7%
- CC(C)c1ccccc1OCCCCCNCCO
  i	0%	4%	i	-10%	-1%	1%	-8%	-7%
- CCOc1ccc(N(C)C(=O)CCc2nnc3ccc(N4CCC5(CC4)OCCO5)nn23)cc1
  i	6%	5%	i	-3%	-2%	2%	-10%	-9%
- C[C@H]1CN=C(Nc2ccccc2)N1CCC1CCCCC1
  i	-12%	-9%	-19%	-2%	4%	0%	19%	-12%
- CC(C)N1CCC1(C)C(=O)Nc1nccc2cccnc12 (stereo not given)
  i	6%	-14%	i	-2%	3%	x	19%	-20%
- Nc1nc(Nc2ccccc2F)nc(NCCO)c1[N+](=O)[O-]
  i	95%[activator]	12%	-14%	8%	3%	0%	22%	-23%
- CC(C)NC(=S)N=Nc1c(O)[nH]c2ccc(C(C)C)cc12
  i	u	-18%	-17%	-1%	u	1%	u	5%
- C[C@H](CO)N1C[C@H](C)[C@@H](CN(C)C(=O)NC2CCCC2)Oc2cc(Br)ccc2S1(=O)=O
  i	6%	-7%	-20%	0%	-17%	x	-5%	20%
- CCCC(=O)OCC(=O)Nc1cc([N+](=O)[O-])ccc1OC
  i	36%[activator]	-5%	22%	-3%	3%	0%	-23%	24%
- COc1ccc(C(CNC(=O)COc2ccccc2C)N2CCCC2)cc1 (stereo not given)
  i	u	-7%	-8%	-1%	13%	0%	10%	x
- CCC(=O)OCn1nnc2ccccc2c1=O
  i	7%	2%	-13%	0%	3%	1%	14%	10%
- Nc1ccccc1C#CCCCCO
  i	1%	-8%	-25%	4%	-5%	0%	26%	-11%
- COc1ccccc1NS(=O)(=O)c1ccc(C(=O)NCC2(N(C)C)CCCCC2)cc1
  i	u	2%	i	2%	3%	0%	4%	6%
- O=C(C[N+]1(CC#Cc2ccccc2)CCCCC1)c1ccc(Cl)cc1
  i	u	-4%	-19%	15%	1%	3%	-15%	-10%
- O=C1CC(C(=O)N2CCOCC2)C2(CCCCC2)O1 (stereo not given)
  i	0%	15%	i	3%	-3%	-1%	-1%	1%
- Cc1ccc2c(c1)N(CC(=O)NCc1ccccc1Br)C(=O)c1cccnc1O2
  x	5%	-3%	-45%[inhibitor]	x	-9%	x	-17%	u
- O=[N+]([O-])c1ccccc1Oc1ncccc1[N+](=O)[O-]
  i	-11%	19%	-4%	-3%	0%	0%	22%	-17%
- COc1ccc(-n2cnc3cc([N+](=O)[O-])ccc32)cc1
  i	14%	-3%	i	7%	-1%	3%	3%	-2%
- CCOC(=O)C1CCN(c2nc3ccccc3nc2C(C#N)C(=O)OC(C)C)CC1 (stereo not given)
  i	-18%	8%	-23%	4%	8%	-1%	19%	7%
- CC(=O)c1ccc(N(C(=O)CNC(=O)c2ccco2)C(C(=O)NC2CCCC2)c2ccco2)cc1 (stereo not given)
  i	4%	-14%	-3%	3%	10%	0%	-4%	14%
- Nc1nonc1-n1nnc(C(=O)N/N=C/c2ccncc2)c1-c1cccs1
  i	u	-1%	i	2%	0%	5%	-20%	-17%
- Cc1c(C(=O)Nc2cccc([N+](=O)[O-])c2)csc1-c1ccccc1
  i	-9%	0%	-31%[inhibitor]	-4%	-21%	0%	13%	x
- O=C(/C=C/Nc1ccccc1O)c1ccco1
  i	u	11%	-55%[inhibitor]	-2%	-5%	1%	-25%	33%
- O=C1c2nccnc2C(=O)N1c1ccc(C(F)(F)F)cc1
  i	8%	-23%	-18%	0%	24%	0%	-12%	-6%
- Cc1cccc(NC(=O)c2cc(NC(=O)C3CC=CCC3C(=O)O)ccc2N2CCOCC2)c1 (stereo not given)
  i	-2%	-3%	-2%	0%	3%	0%	-14%	61%
- COc1ccc(N2CCN(C(=O)c3c(C)nn(-c4ccc(F)cc4)c3-n3cccc3)CC2)cc1
  x	-9%	-5%	-32%[inhibitor]	2%	4%	x	0%	18%
- Cc1ccc(S(=O)(=O)N2C[C@@H](C)[C@]3(C2)[C@H](O)[C@H](OC(=O)NC2CC2)C[C@H]2C(=O)N(c4ccccc4)C(=O)[C@H]23)cc1
  i	-26%	-4%	-36%[inhibitor]	0%	-4%	x	23%	u
- O=C(CCN1C(=O)c2ccccc2C1=O)Nc1ccc(S(=O)(=O)NC2=NCCCCC2)cc1
  i	0%	14%	-5%[57.5 µM]	-15%	-5%	-1%	16%	-6%
- COCCC(=O)N1CCC(Oc2ccc(C(=O)NCCC3=CCCCC3)cc2)CC1
  i	u	-2%	-7%	2%	-3%	-8%	18%	26%
- CC(C)Oc1ccc(CNC(=S)Nc2ccccc2)cc1Cl
  i	u	u	-5%	0%	-7%	3%	u	-2%
- Nc1ccc(-c2nc3cc(N)ccc3o2)cc1
  i	-7%	14%	-16%	4%	-4%	-11%	5%	-8%
- CCCCC(CC)CNC(=O)C1CCN(S(=O)(=O)c2cccc3nsnc23)CC1 (stereo not given)
  x	4%	-10%	-16%	x	4%	x	-8%	-7%
- CC(=O)Nc1ccc(S(=O)(=O)N2CCC(C(=O)NCCC(=O)Nc3ccccc3)CC2)cc1
  i	0%	-17%	i	-2%	-5%	0%	-16%	12%
- O=c1cc(-c2ccc(F)cc2)nc(SCc2nc(-c3cccc(C(F)(F)F)c3)no2)[nH]1
  x	5%	-13%	i	x	-4%	x	6%	11%
- Cc1ccn2c(Nc3ccc4c(c3)OCO4)c(-c3ccc(C)o3)nc2c1
  x	u	-2%	-3%	x	-1%	x	25%	24%
- O=C(O)C/C=C(\NC(=O)OCc1ccccc1)C(=O)OCc1ccccc1
  i	u	8%	-8%	1%	-37%	0%	15%	-15%
- COc1ccc(C)cc1NC(=O)N1CCN(c2nnc(C)c3c(C)n(-c4ccccc4)nc23)CC1
  x	-3%	-10%	i	x	-16%	x	11%	1%
- CC1(C)N=C(N)N=C(N)N1c1cccc(C(=O)O)c1
  i	0%	11%	-12%[57.5 µM]	-6%	0%	1%	-7%	-3%
- COc1ccc(NC(=O)CNC(=O)Cc2cccc3ccccc23)c(OC)c1
  i	-1%	8%	i	1%	-3%	2%	22%	20%

Bioassay records deposited in PubChem by National Center for Advancing Translational Sciences (NCATS).
